Bioassay records (PubChem BioAssay)
PKM2 activator: increases activity of human pyruvate kinase M2. P14618. purified PKM2, Kinase-Glo ATP luminescence, activation; response scale: 0% is enzyme alone, no compound. Potency, µM (doses to about 57.5 µM), without a hit: top-dose activation, hits mostly activators. actives 0.34% (n = 260,000). AID 1631; note: potency is the fitted concentration of half-maximal effect; % is set by controls: 0 for no effect and ±100 for the full control effect; nearly all actives have a fitted effect of over 55% in size
Target sequence (P14618 whole entry, looked up): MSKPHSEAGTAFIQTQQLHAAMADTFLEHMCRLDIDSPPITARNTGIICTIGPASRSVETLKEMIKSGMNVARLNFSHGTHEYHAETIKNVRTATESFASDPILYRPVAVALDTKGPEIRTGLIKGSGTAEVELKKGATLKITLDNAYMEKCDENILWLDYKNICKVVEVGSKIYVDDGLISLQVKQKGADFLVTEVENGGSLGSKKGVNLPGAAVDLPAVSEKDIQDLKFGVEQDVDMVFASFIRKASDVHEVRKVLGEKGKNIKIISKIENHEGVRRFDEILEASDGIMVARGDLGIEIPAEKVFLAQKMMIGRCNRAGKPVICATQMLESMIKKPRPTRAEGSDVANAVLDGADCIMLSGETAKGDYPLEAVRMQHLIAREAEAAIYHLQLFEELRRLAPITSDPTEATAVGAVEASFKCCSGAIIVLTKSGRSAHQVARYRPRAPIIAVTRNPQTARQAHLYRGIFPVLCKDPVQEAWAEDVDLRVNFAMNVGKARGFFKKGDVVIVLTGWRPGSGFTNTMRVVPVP
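hPK-M2, >95% pure; 0.1 mM ADP / 0.5 mM PEP final; imidazole pH7.2 buffer w/ 7 mM MgCl2, 50 mM KCl; 1 h RT; Kinase-Glo lum. Intermediate enzyme activity for dual inhibitor/activator qHTS.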
TRPV1 ag: agonists of human vanilloid receptor 1 (TRPV1) | TRPV1-expressing cells, Fluo-8 calcium influx, agonist mode | activation, % at 8.33 µM | actives 0.19% (n = 320,000) | AID 540275; in the data active = activation above about 80%; inconclusive = between about 30% and that limit; note: 0% is about no effect
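TRPV1-expressing cells were cultured overnight at 35.5C and loaded with Fluo-8 calcium dye for 40 to 90 min at room temperature. After a 10 s baseline, compound was added and calcium influx was read kinetically for 3 min (ex 480/em 520 nm).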
KCNH2 3.1 inh: inhibitors of human KCNH2 3.1 potassium channel isoform; U2OS KCNH2 3.1, thallium flux FluxOr; hits give low values; activity change, % (tested at about 1.8 µM); actives 0.95% (n = 340,000);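 active = maximum activity change below -70%; inconclusive = maximum activity change from -70% to -50%; inactive = maximum activity change above -50%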;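 note: thallium influx rate constant from kinetic fluorescence after stimulation buffer; % is set by controls: 0 for no effect and ±100 for the full control effect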
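Thallium flux read-out: FluxOr dye with Red40 quencher in HBSS/HEPES, 45 min at RT. Rate constants from kinetic reads were normalized to positive and negative DMSO controls. Cells: U2OS virally expressing the 3.1 isoform.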
CXXC DNA block: MLL CXXC-DNA interaction inhibition; Q03164; MLL-CXXC / FITC-HOXA9 DNA fluorescence polarization; Potency, µM (series often up to 115 µM), for the others: top-dose activity change, negative = inhibition, usual class: inhibitors; actives 0.037% (n = 290,000); active = well fitted inhibition curve with a large enough effect in the polarisation, with a control signal flat, not every such curve was filed as active; inconclusive = small, poorly fitted or top-dose-only effect, or effect the other way, or a change in a side signal; inactive = no such curve, though single readings can be large or run the other way; the % refers to the polarisation; note: potency is the fitted concentration of half-maximal effect
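Fluorescence polarization: 7 uM MLL-CXXC (stock) preincubated 5 min with compounds, then 50 nM fluorescein-HOX-A9 DNA (stock) added; 30 min ambient. Buffer 50 mM Tris-HCl pH 7.5, 50 mM NaCl, 1 mM DTT, 0.05% BSA.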
Coupling enz: coupling enzyme interference in Giardia aldolase counter-screen; coupling enzyme system counterscreen, AmpLite Red fluorescence; activity change, negative = inhibition, % at 58.2 µM, hits read low; actives 0.67% (n = 290,000); in the data active = activity change below about -30%; note: % is set by controls: 0 for no effect and ±100 for the full control effect
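Coupling enzymes only (glyceraldehyde-3-phosphate) + compound, at 57.5 uM final, 10 min RT; add substrate/coupling/AmpLite Red mix, 20 min RT; fluorescence ex 525/em 598 nm. Actives flag coupling-system interference.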
USP2a block: USP2a (human) protease inhibition; Potency, µM (doses to about 38.3 µM), inactives show at the top dose activity change, negative = inhibition, actives largely listed as inhibitors; O75604; AID 463254; USP2 core, Ub-CHOP2 coupled fluorogenic reporter, 485/531; actives 0.01% (n = 330,000);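 note: potency is the fitted concentration of half-maximal effect; plate controls were DMSO wells for no effect and full inhibition by NEM control for full effect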
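USP2 core (10nM final) preincubated 30min RT with compound in 20mM Tris-HCl pH 8.0, 2mM CaCl2, 2mM beta-mercaptoethanol, 0.05% CHAPS; 25nM Ub-CHOP2 plus 25nM reporter substrate added, fluorescence (Ex485/Em531) read after 60min.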
Menin MLL FP TR: inhibitors of human menin-MLL interaction, mutant MLL peptide; Menin + Texas Red MLL mutant peptide, fluorescence polarization; Potency, µM (highest dose often 61.6 µM), for inactives: top-dose FP activity change, negative = inhibition, usual class: inhibitors; O00255; AID 1768; actives 0.23% (n = 270,000); active = well fitted inhibition curve with a large enough effect in the polarisation, with a control signal flat, not every such curve was filed as active; inconclusive = small, poorly fitted or top-dose-only effect, or effect the other way, or a change in a side signal; inactive = no such curve, though single readings can be large or run the other way; the % refers to the polarisation; note: potency is the fitted concentration of half-maximal effect; % of control where 0% means no effect; many of its hits are not listed in these tables
GALK inhibitor: inhibitors of human galactokinase; P51570; Potency, µM (highest dose often 57.5 µM), for the others: at the highest dose activity change, negative = inhibition, actives largely listed as inhibitors; actives 0.007% (n = 270,000); Purified GALK, Kinase-Glo residual ATP luminescence; note: potency is the fitted concentration of half-maximal effect; % is set by controls: 0 for no effect and ±100 for the full control effect
Target sequence (P51570 whole entry, looked up): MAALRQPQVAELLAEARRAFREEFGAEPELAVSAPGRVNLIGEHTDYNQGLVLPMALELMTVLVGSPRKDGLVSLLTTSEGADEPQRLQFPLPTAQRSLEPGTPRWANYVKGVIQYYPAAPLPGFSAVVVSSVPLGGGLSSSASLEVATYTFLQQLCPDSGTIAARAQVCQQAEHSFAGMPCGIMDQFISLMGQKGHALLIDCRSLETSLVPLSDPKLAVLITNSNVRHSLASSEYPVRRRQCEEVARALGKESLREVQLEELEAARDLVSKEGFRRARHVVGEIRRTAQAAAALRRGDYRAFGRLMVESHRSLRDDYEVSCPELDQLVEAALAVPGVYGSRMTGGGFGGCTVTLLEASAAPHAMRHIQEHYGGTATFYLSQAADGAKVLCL
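Quantitative HTS: GALK 5 nM, ATP 35 uM, galactose 100 uM, 1 h room temperature, then luciferase-based ATP detection.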
B2AR arrestin: agonists driving beta-arrestin recruitment to human beta2-adrenergic receptor; actives 0.02% (n = 330,000); AID 492947; Potency, µM (highest dose often 46.1 µM), without a hit: at the highest dose activation, usual class: activators; beta-arrestin recruitment to beta2AR, cell-based reporter; P07550;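 note: potency is the fitted concentration of half-maximal effect; 0% = DMSO controls and full agonism = EC100 isoproterenol or metaproterenol; nearly all actives have a fitted effect of over 65% in size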
hERG WT inh: blocks the wildtype human KCNH2 potassium channel; activity change, % at 1.84 µM; actives 0.37% (n = 340,000); U2OS, BacMam KCNH2, thallium flux FluxOr; hits give low values; AID 720551; Q12809;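 active = maximum activity change below -70%; inconclusive = maximum activity change between -70% and -50%; inactive = maximum activity change above -50%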; note: % is set by controls: 0 for no effect and ±100 for the full control effect
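U2OS cells transduced with wild-type KCNH2 virus are loaded with FluxOr dye for 45 min, and thallium flux is measured in kinetic reads before and after stimulation buffer. Rate constants are normalized to DMSO controls.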
Giardia killer: Giardia lamblia killing. activity change, % at 7.66 µM, hits read low. Giardia lamblia trophozoite viability. actives 0.15% (n = 340,000); in the data active = activity change below about -80%; inconclusive = between about -30% and that limit;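 note: parasites exposed to compound for two days anaerobically before the ATP read; % is set by controls: 0 for no effect and ±100 for the full control effect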
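Luminescent ATP signal served as the viability read-out, measured 15-30 min after adding ATP detection reagent to trophozoites that had been incubated with compounds for 48 hrs at 37 deg C anaerobically at 100 cells/well.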
An asterisk follows results filed as active; u = inconclusive; x = no result given; [ ] = dose if it differs, or a comment. Unless noted, calls come from the whole dose curve; as a rule, active = well fitted curve in the direction sought with a large enough effect; inconclusive = small, poorly fitted or top-dose-only effect, or another doubt; inactive = no such curve, though single readings can be large; an effect the other way counts as inactive or inconclusive. Some of the compounds tested. The share of hits here may be higher or lower than overall.

#	Structure	PKM2 activator	TRPV1 ag	KCNH2 3.1 inh	CXXC DNA block	Coupling enz	USP2a block	Menin MLL FP TR	GALK inhibitor	B2AR arrestin	hERG WT inh	Giardia killer
1	CC(C)[C@H](NS(=O)(=O)/C=C/c1ccccc1)C(=O)OCC(=O)NC(N)=O	-13%	-1	5	u	3	0%	x	1%	-0.6%	-11	18
2	Cc1ccccc1C(OCC(O)CN1CCC(C(N)=O)CC1)c1ccccc1 (stereo unspecified)	3%	11	-41	-6%	-3	8%	-12%	-3%	-0.2%	32	-9
3	COc1ccc(CCNC(=O)c2cc([N+](=O)[O-])ccc2N2CCOCC2)cc1	x	-3	-8	x	x	-5%	x	x	0.2%	4	-5
4	CC(=O)Nc1ccccc1-c1nc2ccccc2nc1OCC(=O)c1ccc(Br)cc1	-1%	-5	7	7%	4	2%	17%	3%	-0.1%	8	-6
5	CCCCOc1ccc(OCCNS(=O)(=O)N(C)C)cc1	0%	3	2	-6%	5	0%	-5%	5%	0.0%	-5	7
6	CCOC(=O)c1sc(=S)n(C)c1NC(=O)c1ccc(F)cc1	-26%	1	-7	11%	1	-2%	20%	0%	0.0%	-3	-24
7	N#CCCN(C(=O)COC(=O)COc1ccc(Cl)cc1)c1ccccc1	1%	-1	-11	1%	0	0%	0%	10%	0.2%	0	-17
8	CCC(C)NC(=O)CN1c2cccc3cccc(c23)S1(=O)=O (stereo unspecified)	x	-1	4	5%	1	1%	-6%	x	0.0%	12	14
9	Cc1cccc(C)c1N(CC(=O)Nc1cc(Cl)ccc1Oc1ccccc1)S(C)(=O)=O	0%	-2	-29	-6%	-4	0%	-27%	-4%	0.2%	-19	-21
10	CC(=O)Nc1ccc(OCC=C(Cl)Cl)cc1	-1%	-1	14	6%	2	0%	-12%	0%	0.0%	2	-3
11	Cc1ccc(-n2cccc2/C=C2/C(=N)N3C(=NC2=O)SN=C3S(C)(=O)=O)cc1	2%	0	-5	4%	19	-1%	u	2%	0.0%	-7	-14
12	CCOC(=O)c1ccc2c(c1)n(CCO)c(C)[n+]2CC	-5%	x	-8	-4%	1	3%	-14%[11.7 µM]	1%	0.2%	-6	-17
13	CCN(CC)CCNC(=O)Cc1nn(CC)c(=O)c2ccccc12	5%	0	0	-6%	-1	-2%	15%	-1%	0.1%	-5	10
14	Cc1cccc(Cl)c1NC(=O)N1CCCN(c2nc3ccc(Cl)cc3s2)CC1	-2%	2	23	-3%	2	0%	x	x	-0.7%	-24	-4
15	Cc1ccc(S(=O)(=O)ON=C2CCN(S(=O)(=O)c3ccccc3)CC2)cc1	3%	-5	12	2%	0	1%	u	0%	0.5%	-11	6
16	COC(=S)Nc1cccc(C(F)(F)F)c1	-9%	-2	-21	-9%	0	0%	x	3%	14%	3	-2
17	CC(=O)N1CCN(S(=O)(=O)c2cccc(C(=O)Nc3ccc(F)c(F)c3)c2)CC1	x	8	-2	20%	2	0%	u	9%	0.2%	12	9
18	COc1ccc(S(=O)(=O)n2nc(OC(=O)c3cccs3)cc2NC(=O)c2cccs2)cc1	-3%	7	-6	249%[activator]	-1	1%	u	1%	0.1%	16	11
19	CCOC(=O)C1=C(c2ccccc2)c2ccccc2OC1C(=O)OCC (stereo unspecified)	x	x	x	x	3	0%	-17%[94.6 µM]	x	-0.9%	-5	-11
20	CC1CC(C)(C)NC(=S)S1 (stereo unspecified)	-8%	1	-11	4%	-1	0%	9%	5%	-0.2%	4	-7
21	CN1CCN(C(=O)c2ccc(CN(c3ccccc3)S(=O)(=O)c3ccccc3)cc2)CC1	1%	7	-5	4%	9	-1%	-12%	2%	0.3%	1	-13
22	O=C(CCCn1c(=S)[nH]c2ccsc2c1=O)NC1CCCCC1	x	-2	2	4%	x	-1%	x	4%	-0.1%	1	6
23	CSc1cccc(NC(=O)CCNS(=O)(=O)c2ccc3[nH]c(=O)oc3c2)c1	x	-5	7	9%	x	1%	x	-1%	0.1%	-31	16
24	Cc1ccccc1C(=O)c1cccn1CC(=O)NCc1ccco1	-1%	x	4	-5%	1	2%	x	0%	-0.1%	0	30[activator]
25	CCOc1cc(N2CCOCC2)c(OCC)cc1NC(=O)CN1C(=O)C2C3C=CC(C3)C2C1=O (stereo unspecified)	0%	0	17	-10%	-3	-6%	0%	1%	0.1%	-21	-13
26	O=C(O)[C@H]1CC=C[C@H]2CCN(Cc3ccc(Cl)c(Cl)c3)C(=O)[C@@H]12	x	x	-2	x	16	0%	14%[94.6 µM]	x	-0.2%	-46	4
27	Cc1ccc(S(=O)(=O)N(C)/N=C/c2ccc(N(C)C)cc2)cc1	x	-2	-2	3%	4	2%	u	4%	-0.3%	4	4
28	CCOc1cc2[nH]c(=O)n(Cc3ccccc3)c(=O)c2cc1OCC	2%	1	-13	-2%	x	0%	12%	-4%	-1.0%	0	-6
29	CN1CCN(Cc2c(O)ccc3c2oc(=O)c2ccccc23)CC1	-11%	0	2	-3%	0	1%	-9%	0%	-0.1%	-1	15
30	COc1ccc(N2C(=O)CSC23C(=O)N2CCCc4cccc3c42)cc1 (stereo unspecified)	-1%	-1	-2	-9%	0	1%	-8%	4%	-1.1%	-7	12

The final 5 entries of the part before lead into the next.
#	Structure	PKM2 activator	TRPV1 ag	KCNH2 3.1 inh	CXXC DNA block	Coupling enz	USP2a block	Menin MLL FP TR	GALK inhibitor	B2AR arrestin	hERG WT inh	Giardia killer
26	O=C(O)[C@H]1CC=C[C@H]2CCN(Cc3ccc(Cl)c(Cl)c3)C(=O)[C@@H]12	x	x	-2	x	16	0%	14%[94.6 µM]	x	-0.2%	-46	4
27	Cc1ccc(S(=O)(=O)N(C)/N=C/c2ccc(N(C)C)cc2)cc1	x	-2	-2	3%	4	2%	u	4%	-0.3%	4	4
28	CCOc1cc2[nH]c(=O)n(Cc3ccccc3)c(=O)c2cc1OCC	2%	1	-13	-2%	x	0%	12%	-4%	-1.0%	0	-6
29	CN1CCN(Cc2c(O)ccc3c2oc(=O)c2ccccc23)CC1	-11%	0	2	-3%	0	1%	-9%	0%	-0.1%	-1	15
30	COc1ccc(N2C(=O)CSC23C(=O)N2CCCc4cccc3c42)cc1 (stereo unspecified)	-1%	-1	-2	-9%	0	1%	-8%	4%	-1.1%	-7	12
31	CC(=O)c1sc2nc(-c3ccccc3)cc(C)c2c1N	-1%[11.5 µM]	-3	2	4%	-1	2%	u	-1%	-0.5%	-2	12
32	O=C(N/N=C/c1cccn1-c1cccc(C(=O)O)c1)Nc1ccccc1	8%	1	28	3%	6	3%	12%	0%	0.8%	3	15
33	S=C1NCN(C2CCCCC2)CN1CCc1ccccc1	-4%	1	2	-6%	0	0%	x	-1%	3.5%	2	15
34	Cc1cc(C)c(S(=O)(=O)N(C)CC(=O)NCc2ccncc2)c(C)c1	u	13	7	-18%	3	1%	10%	-1%	0.4%	5	-29
35	S=C(N/N=C/c1ccc2ncccc2c1)Nc1ccccc1	x	3	6	-2%	-5	0%	5%	0%	0.0%	-7	10
36	Cc1ccc(NC(=O)Cc2nnc(SCC(=O)Nc3nncs3)n2C)cc1	-2%	2	-3	-1%	1	-1%	u	13%	-0.9%	4	17
37	Fc1ccc2cnc(CCO[C@H]3CCCCO3)cc2c1	x	x	-11	x	x	1%	x	x	0.3%	3	-1
38	CC(C)C[C@H](N)C(=O)N1CCC(C(=O)N[C@H](C(=O)NC(C)c2ccccc2)C(C)C)CC1 (stereo partly specified)	-11%	0	11	4%	-2	1%	-5%	x	0.0%	-3	4
39	COc1ccc(CCNC(=O)C2CCCN(c3ncccn3)C2)cc1 (stereo unspecified)	-1%	-2	-15	-2%	-2	1%	-9%	-3%	0.5%	-1	5
40	O=C1C2CC(O)CN2C(=O)N1c1ccccc1 (stereo unspecified)	1%	-1	6	3%	4	-1%	0%	8%	-0.1%	5	-17
41	O=C(O)/C=C\C(=O)NCc1ccccc1	-2%	x	10	-4%	5	1%	x	0%	-0.4%	-7	-9
42	Cc1cccc(C(=O)NCC(=O)NC2CCC(C)CC2)c1 (stereo unspecified)	x	0	15	x	x	3%	x	x	0.1%	5	-15
